Screening data deposited in PubChem by several laboratories.
STK33 inh: inhibitors of human STK33 kinase; Q9BYT3; purified STK33, MBP phosphorylation, ADP-Glo luminescence; inhibition, % at 10 µM; 320,000 tested, 0.073% active;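 active = inhibition at or above 25%, using the most active replicate where run in duplicate; inactive = inhibition below 25%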
Target sequence (Q9BYT3 whole entry, looked up): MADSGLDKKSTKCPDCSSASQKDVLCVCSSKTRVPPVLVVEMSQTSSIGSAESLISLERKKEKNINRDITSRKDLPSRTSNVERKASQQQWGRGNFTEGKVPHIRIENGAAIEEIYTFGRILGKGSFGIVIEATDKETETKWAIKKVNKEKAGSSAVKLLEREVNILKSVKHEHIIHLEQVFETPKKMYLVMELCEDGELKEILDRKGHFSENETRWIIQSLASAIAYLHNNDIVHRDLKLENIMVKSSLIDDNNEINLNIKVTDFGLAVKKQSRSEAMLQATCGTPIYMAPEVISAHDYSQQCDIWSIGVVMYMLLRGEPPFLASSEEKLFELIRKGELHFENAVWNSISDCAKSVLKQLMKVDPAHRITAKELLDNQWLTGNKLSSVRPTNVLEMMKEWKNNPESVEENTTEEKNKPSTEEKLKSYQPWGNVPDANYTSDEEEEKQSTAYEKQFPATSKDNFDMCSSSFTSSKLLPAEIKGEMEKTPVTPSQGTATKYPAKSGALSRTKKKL
OX1R antag: OX1R (human) antagonism; O43613; OX1R-expressing cells, FRET antagonist read-out; inhibition, % at 6.6 µM; 330,000 tested, 1.8% active; AID 485270; in the data active = inhibition mostly above about 38%, no sharp cut-off; inactive = mostly below about 40%;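 also: 0% = agonist challenge alone and 100% = reference antagonist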
Target sequence (O43613 whole entry, looked up): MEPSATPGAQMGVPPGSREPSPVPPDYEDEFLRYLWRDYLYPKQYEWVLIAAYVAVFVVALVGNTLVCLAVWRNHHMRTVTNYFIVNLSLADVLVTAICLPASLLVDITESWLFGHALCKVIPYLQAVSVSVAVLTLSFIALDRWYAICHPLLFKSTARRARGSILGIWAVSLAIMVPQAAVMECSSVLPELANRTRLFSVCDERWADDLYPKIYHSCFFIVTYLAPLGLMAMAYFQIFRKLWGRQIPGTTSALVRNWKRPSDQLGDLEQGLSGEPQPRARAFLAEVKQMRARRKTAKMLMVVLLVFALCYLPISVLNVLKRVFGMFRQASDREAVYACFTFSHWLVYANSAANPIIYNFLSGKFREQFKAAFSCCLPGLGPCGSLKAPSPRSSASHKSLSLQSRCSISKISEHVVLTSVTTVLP
The depositor's hits bear a star; · = no result given.

Compound | STK33 inh | OX1R antag
COc1ccc(C)cc1NC(=O)CSc1nc2ccccc2nc1N1CC(C)OC(C)C1 (stereo not drawn) | 0.0 | -10.6
O=C(NCc1ccccn1)C1CCCN(S(=O)(=O)c2ccccc2)C1 (stereo not drawn) | -2.0 | -3.0
CCOC(=O)c1sc(=S)n2c1[nH]c(=O)c1ccc(C(=O)OC)cc12 | 0.2 | 7.6
COc1cccc(/C=C2\CCC(C3CCCC3)C2=O)c1 (stereo not drawn) | -1.7 | 0.4
O=C(OCC(=O)N1CCCc2ccccc21)c1c(F)cccc1F | 2.5 | 17.9
COc1cc2[nH]c(=S)nc(NCCCOC(C)C)c2cc1OC | -0.5 | 5.1
CCCCCCOC(=O)C[N+](C)(C)CCOC1CC2CCC1(C)C2(C)C (stereo not drawn) | 2.2 | 16.0
COC(=O)c1ccc(NC(=O)Nc2ccc(F)cc2)cc1 | -2.1 | 64.2
CN(C(=O)COC(=O)CCc1c[nH]c2ccccc12)c1ccccc1 | -1.2 | 12.6
Cc1cc(Br)c(NC(=O)Cn2c([N+](=O)[O-])cnc2C)cc1C | -1.8 | 9.2
Clc1ccc(-c2noc(CN(Cc3ccccn3)CC3CCCO3)n2)cc1 (stereo not drawn) | -0.5 | 17.7
O=C(NCCSc1ccccc1)c1ccccc1 | -2.1 | 13.3
O=C(O)C/C(=C\c1cc2c(cc1Br)OCO2)c1nc2ccccc2s1 | -2.4 | 22.8
CC(Oc1ccccc1)C(=O)Nc1cccc(-c2nc3ccccc3[nH]2)c1 (stereo not drawn) | 1.5 | 30.5
CCOC(=O)N1CCN(S(=O)(=O)c2c(C)nn(C)c2C)CC1 | -2.7 | 9.3
O=C(Nc1ccc2c(c1)OCO2)c1ccc(S(=O)(=O)N2CCCC2)cc1 | -2.8 | 13.0
O=C(Cc1ccccc1)Nc1nnc(-c2ccco2)s1 | 0.2 | 13.2
CCOCC(=O)Nc1cc(C(=O)Nc2cc(C)cc(C)c2)ccc1Cl | 1.3 | 35.5
CCCOc1ccc(C(=O)c2ccccc2C(=O)OC2CCOC2=O)cc1OCCC (stereo not drawn) | 0.2 | 11.8
Fc1ccccc1C(c1nnnn1C1CCCC1)N1CCN(Cc2ccccc2)CC1 (stereo not drawn) | -1.4 | 12.2
O=C(O)Cc1ccc(Oc2ncc(C(F)(F)F)cc2Cl)cc1 | -3.6 | 9.9
CCOc1ccccc1CNC(=O)CCc1cn(CC)c2ccccc12 | -1.5 | 15.2
C[C@H]1CCC(=O)N([C@H](CC#N)Cc2ccccc2)CC1 | -0.5 | 10.1
O=C(Cc1ccc(F)cc1)N1CCC(CC2CC(c3ccc(Cl)cc3)=NO2)(C(=O)NCC2CCCCC2)CC1 (stereo not drawn) | 0.0 | 9.1

A section taken from the entries so far:
Compound | STK33 inh | OX1R antag
COc1cccc(/C=C2\CCC(C3CCCC3)C2=O)c1 (stereo not drawn) | -1.7 | 0.4
O=C(OCC(=O)N1CCCc2ccccc21)c1c(F)cccc1F | 2.5 | 17.9

The listing continues.
Compound | STK33 inh | OX1R antag
CC(C)CC[n+]1ccn(-c2nc3ccccc3nc2[N-]S(=O)(=O)c2ccc(Cl)cc2)c1 | -1.8 | -2.5
O=C(NC1CCCc2c1cnn2-c1ccccc1F)c1ccccn1 (stereo not drawn) | -0.6 | 40.4
Cc1ccc(SC(C)C(=O)NCCC2=CCCCC2)cc1 (stereo not drawn) | -2.6 | 8.0
CC(=O)NC1=NC(=O)C(C)S1 (stereo not drawn) | -0.3 | -4.5
CCCCOC(=O)CSc1nnc(-c2ccc(Cl)cc2Cl)o1 | -3.4 | 17.8
COC(=O)c1ccccc1S(=O)(=O)NNC(=O)Nc1ccccc1 | -0.8 | 6.1
COC(=O)C(C(=O)OC)c1ccc(N)cc1 | 0.1 | 6.6
COc1ccc(N2CCN(CC(=O)Nc3nnc(-c4ccccc4)s3)CC2)cc1 | -0.8 | 17.1
Cc1c(Br)ccc(NC(=O)c2ccccc2[N+](=O)[O-])c1C | -0.8 | 18.5
CCCCn1c(N)c(N(CCC(C)C)C(=O)C2=NN(c3cc(C)ccc3C)C(=O)CC2)c(=O)[nH]c1=O | -0.4 | 1.7
CCc1n[nH]c(=S)n1/N=C/c1ccc(N(C)c2ccccc2)cc1 | -0.7 | 44.7
CC(C)(C)NC(=O)CN(Cc1cccs1)C(=O)CNS(=O)(=O)c1ccc(F)cc1 | 0.0 | 31.6
c1ccc(C2COC(c3cccs3)=N2)cc1 (stereo not drawn) | -1.0 | 7.8
O=S(=O)(NCc1cccnc1)c1ccc(Br)s1 | -1.1 | 0.3
CCCN1CCC(=O)N([C@H](CN=[N+]=[N-])CC(C)C)CC1 | -0.2 | 13.3
Cc1nc(SC2CC(=O)N(c3ccc([N+](=O)[O-])cc3)C2=O)nc2c1CCCC2 (stereo not drawn) | -0.1 | 8.3
CC(C)Oc1cccc(C(=O)C2CCCN(C(=O)c3ccnn3C)C2)c1 (stereo not drawn) | 0.1 | 8.2
Cc1nc2sc(C(c3cccc(F)c3)N3CCC(C)CC3)c(O)n2n1 (stereo not drawn) | -0.2 | 20.7
CCOc1ccc2cc(S(=O)(=O)N3CCN(C)CC3)ccc2c1 | -0.6 | 11.4
C#CCOCCOCCOCCNc1nc(N2CCN(C(=O)C([C@@H](C)CC)n3cc(C(N)CC(C)C)nn3)CC2)nc(N2CCN(C(=O)[C@H](CCC(=O)O)n3cc(C(N)Cc4ccc(O)cc4)nn3)CC2)n1 (stereo partly drawn) | -3.5 | 28.0
Cc1[nH]c2ccccc2c1/C=N\NC(=O)CNc1ccc2c(c1)OCO2 | 2.6 | 41.5
CC1Cc2ccccc2N1C(=O)COC(=O)c1ccc(N(C)C)cc1 (stereo not drawn) | 0.6 | 10.5
CCN(CC(=O)Nc1c(F)cccc1F)C(=O)CCNC(=O)c1ccccc1OC | -0.4 | 15.0
CN(CC(=O)Nc1ccc(F)cc1)C(=O)COC(=O)C1CCN(c2ccc(C(F)(F)F)cn2)CC1 | 0.7 | 12.3
Clc1ccc(-c2cn3cccnc3n2)cc1Cl | 0.3 | 24.0
CCN(CC)S(=O)(=O)c1cc(C(=O)O)ccc1Cl | 0.0 | 8.6
CCc1ccccc1NC(=O)c1noc(C(C)C)c1[N+](=O)[O-] | -0.9 | 1.3
Cc1ccc(Nc2nnc(SCC(=O)Nc3cccnc3Cl)s2)cc1C | 1.3 | 31.1
COc1ccccc1Nc1nc(-c2cccc(N3C(=O)c4ccccc4C3=O)c2)cs1 | -0.8 | 8.3
Cc1ccccc1Cn1nc(C)c(NC(=O)c2cc(-c3cccs3)on2)c1C | 0.1 | 4.6
CC1CCC2(CC1)NC(=O)N(CC(=O)NCc1ccc(Cl)cc1)C2=O (stereo not drawn) | 1.7 | 3.1
COc1ccc(OC)c(CNC(=O)C2CCCN(S(=O)(=O)N3CCC(C)CC3)C2)c1 (stereo not drawn) | -1.8 | 3.8
COc1ccc(C2CC(c3ccccc3)=NN2C(=O)CSc2nccc(=O)[nH]2)cc1 (stereo not drawn) | -1.3 | 27.2
O=C(Cc1c(O)c2ccccc2[nH]c1=O)NCc1ccccc1 | -0.9 | 17.3
O=C(NCCCO)C(=O)NCc1ccccn1 | -1.7 | 8.7
Cc1ccc(C2CC(C(F)(F)F)n3ncc(C(=O)NCc4ccco4)c3N2)cc1 (stereo not drawn) | -1.0 | 11.8
Cc1ccccc1C(=O)NC1CCN(CC(=O)NC2CCCCC2)CC1 | -2.6 | 8.5
CCOC(=O)N1CCN(C(=S)NC(=O)/C=C/c2ccc(C)cc2)CC1 | -1.3 | 25.1
O=C(COc1ccc(Cl)cc1Cl)N/N=C/c1ccccn1 | 2.8 | ·
Cn1ncc(Br)c1C(=O)Nc1c(F)c(F)cc(F)c1F | -0.1 | 7.9
Clc1ccc(-c2nnsc2SCc2ccccc2)cc1 | -0.6 | 10.6
CC1(C)CC(=O)C(C=NCC2CCN(C(=O)Cc3ccccc3)CC2)=C(O)C1 | -1.0 | 7.9
O=C(N/N=C/C=C/c1ccccc1)c1cccc(Br)c1 | 0.2 | 18.8
CC(CCc1ccc(O)cc1)NCCc1ccc(O)c(O)c1 (stereo not drawn) | -0.1 | 13.7
COc1ccc(N(CC(=O)NCCC2=CCCCC2)S(=O)(=O)c2ccccc2)cc1OC | -0.1 | 53.8
CC1CN(C(=O)COC(=O)c2ccc(C#N)cc2)CC(C)O1 (stereo not drawn) | -0.3 | -8.0
O=C(OCC(=O)C12CC3CC(CC(C3)C1)C2)c1ccccn1 | -2.2 | 9.3
O=C(NCCNC(=O)c1ccccc1Br)c1ccccc1Br | -0.1 | 15.8
C[C@@H]1CN(C(=O)c2nc3ccc(Cl)cn3c2CN2CCc3sccc3C2)C[C@H](C)O1 | -3.0 | 10.4
O=C(COC(=O)c1cc([N+](=O)[O-])ccc1N1CCOCC1)c1ccccc1 | -1.3 | 43.1
O=C(Oc1ccc[nH]c1=O)c1cccc(Cl)c1 | -0.9 | 6.0
CCOC(=O)c1ccc(NC(=O)C2(c3ccccc3)CCOCC2)cc1 | -2.3 | 19.1
Cc1ccc(-n2c(C)cc(=O)cc2C)c(C)c1 | 0.1 | 23.1
COc1cc(NC(=S)N2CCN(CCO)CC2)cc(OC)c1 | -1.1 | -0.1
O=C(NCC(=O)N(CCN1CCOCC1)C(C(=O)NC1CCCC1)c1ccccc1)c1cccs1 (stereo not drawn) | -0.9 | 1.3
CCOc1ccc(C2c3[nH]c4ccccc4c3C[C@H]3C(=O)N(C4CC4)CC(=O)N23)cc1OC (stereo partly drawn) | 0.0 | ·
Cc1ccc(S(=O)(=O)Nc2ccc(OCC(=O)N3CCOCC3)cc2)c(C)c1NS(C)(=O)=O | -1.4 | 11.9
CCOC(=O)N1CCN(C(=O)c2cn(CC)c3ccc(S(=O)(=O)N4CC(C)CC(C)C4)cc3c2=O)CC1 (stereo not drawn) | -2.2 | 18.8
Cc1cnc(NC(=O)C2CCCO2)s1 (stereo not drawn) | 1.1 | 3.8
COC(=O)C1=C(C)N(c2ccc(Cl)c(Cl)c2)C(=O)C1 | -0.5 | 17.2

Arranged by value in OX1R antag (ascending): some entries from above.
Compound | STK33 inh | OX1R antag
Cc1ccccc1Cn1nc(C)c(NC(=O)c2cc(-c3cccs3)on2)c1C | 0.1 | 4.6
Clc1ccc(-c2noc(CN(Cc3ccccn3)CC3CCCO3)n2)cc1 (stereo not drawn) | -0.5 | 17.7
COc1ccc(C2CC(c3ccccc3)=NN2C(=O)CSc2nccc(=O)[nH]2)cc1 (stereo not drawn) | -1.3 | 27.2
CCc1n[nH]c(=S)n1/N=C/c1ccc(N(C)c2ccccc2)cc1 | -0.7 | 44.7

Additional entries.
Compound | STK33 inh | OX1R antag
CCN1CCN(c2oc(-c3ccco3)nc2C#N)CC1 | -0.1 | 8.5
COC(=O)C1=C(C)N(c2ccc(C)c(C)c2)/C(=C/c2ccco2)C1=O | 0.7 | 9.6
N#Cc1c(NC(=O)C2CC2)sc2c1CCCCC2 | -4.1 | 39.6
COc1cc(OC)cc(C(=O)NNC(=O)NC2CCCCC2)c1 | 0.2 | 6.2
CCOCC(=O)Nc1cccc(Br)c1 | -0.6 | 4.2
COc1cc(CC(=O)OCC(=O)N2CCN(C(=O)c3ccco3)CC2)cc(OC)c1OC | 0.6 | 0.1
O=C1c2cccc([N+](=O)[O-])c2C(=O)N1C1CCCCC1 | 0.3 | 31.1
O=S(=O)(c1ccc(F)c(F)c1F)N1CCN(C(=S)Nc2ccccc2)CC1 | 0.3 | 25.0
COc1ccc(NC(=O)c2ccc3[nH]c(C)c(C)c3c2)cc1 | -0.9 | ·
CCC(=O)Nc1ccc2nc(SCC(=O)N3CCOCC3)sc2c1 | 0.0 | 2.5
COc1ccc(/C=C/C(=O)Nc2ccc3nc4n(c(=O)c3c2)CCCC4)cc1OC | -2.2 | 15.4
OCC1(Cc2ccc(Cl)cc2)CCN(Cc2ccc(Oc3ncccn3)cc2)CC1 | -0.3 | 33.5
CCC(=O)Nc1ccc2oc(-c3ccccc3Br)nc2c1 | -0.4 | 84.3*
CC(C)OC(=O)CC(=O)CSc1nc(-c2ccc(F)cc2)cc(-c2ccccc2)c1C#N | 0.4 | 17.8
CNC(=S)NNC(=O)c1cccn(Cc2ccc(Cl)cc2Cl)c1=O | 0.1 | 10.2
CCOc1ccc(-c2nc3n(c(=O)c2C#N)CCCS3)cc1 | -0.4 | 29.8
CCN(CC)Cc1c(O)ccc2c(=O)c(Oc3ccccc3OC)coc12 | -0.6 | 18.9
Cc1cccc(/C=C/c2onc(C)c2S(=O)(=O)N2CCC(C(=O)N3CCCCCC3)CC2)c1 | 0.8 | 4.7
O=C(O)CN1C(=O)/C(=C\c2cccc(OCc3ccc(Cl)cc3Cl)c2)SC1=S | -0.1 | ·
NNc1nc2c(-c3ccc(F)cc3)nnn2c2ccccc12 | -0.1 | 9.6
Cc1c(Cl)c([N+](=O)[O-])nn1CC(=O)N1CCN(Cc2ccccc2)CC1 | 0.4 | 55.3
COc1cccc(CC2(CO)CCCN(Cc3cn(C)c4ccccc34)C2)c1 (stereo not drawn) | -0.1 | 10.5
CCn1c(C)nc2c(C)[n+](CC(=O)c3ccc(Br)cc3)ccc21 | -2.2 | 9.0
CC(C)n1c(SCC(=O)Nc2nc3ccccc3s2)nc2c1c(=O)n(C)c(=O)n2C | 0.6 | 19.3
Cc1ccc(C(=O)/C=C/c2ccc(F)cc2)o1 | -1.4 | 8.5
Cc1c(Cc2ccccc2)sc(NC(=O)/C=C/c2cccc3ccccc23)c1C(N)=O | -2.0 | 28.4
CC(=O)C[C@@H](O)CC(=O)[C@H]1OC(=O)CC/C=C\Cc2ccccc21 | -0.2 | 3.7
